# Rev-RRE block = disrupts HIV-1 Rev binding to RRE RNA; P05866; Rev peptide-RRE RNA binding, FRET; inhibition, % at 8 µM; hit rate 0.79% among 97,000; AID 704;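 active = inhibition above the screen-wide mean plus 3 SD, cut at about 35% in these data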;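 note: 0% = median DMSO wells and 100% = median Neomycin B control wells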
# Target sequence (P05866 whole entry, looked up): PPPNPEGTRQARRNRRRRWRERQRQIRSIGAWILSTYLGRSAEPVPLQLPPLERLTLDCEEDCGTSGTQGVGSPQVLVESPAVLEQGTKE
#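 Assay system: labelled RRE RNA duplex and labelled Rev peptide / Medium: HEPES pH 7.5 salt buffer with EDTA / Reagent: labelled Rev peptide / Schedule: 5 + 15 min at 25 °C / Signal: FRET, excitation 480 nm, emission 540 nm donor and 671 nm acceptor / Benchmarks: DMSO and neomycin B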
# Plk1 PBD FP = Plk1 (human) PBD binding inhibition; P53350; Plk1 PBD phosphopeptide binding, fluorescence polarization; inhibition, %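 (tested at about 20 µM)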; hit rate 0.13% among 97,000; AID 693; in the data active = inhibition above about 34%, passing the limit was not always enough
# FAK blocker = FAK (human) kinase inhibition | biochemical FAK kinase activity assay | inhibition, %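 (tested at 7 µM)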 | hit rate 0.84% among 97,000 | Q05397; in the data active = inhibition above about 19%;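 note: 0% = DMSO and 100% = reference compound high control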
# PLK1 kinase inh = blocks human PLK1 kinase activity. AID 619. hit rate 0.53% among 97,000. inhibition, % at 10 µM. P53350. recombinant PLK1 kinase, TR-FRET peptide phosphorylation;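 active = inhibition of 50% or more in the single-concentration screen; inactive = inhibition below 50%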;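 note: 0% = DMSO max control and 100% = H-89 dihydrochloride min control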
# EphB4 ephrin blk = antagonists of human EphB4-ephrin-B2 interaction | hit rate 0.15% among 97,000 | inhibition, % at 7 µM | EphB4 LBD / TNYL-RAW-Alexa532 peptide, fluorescence polarization | AID 720 | P54760;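 active = inhibition above the screen-wide mean inhibition plus 3 SD, cut at about 15% in these data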;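 note: 0% = DMSO wells and 100% = excess unlabeled TNYL-RAW peptide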
# S1P2 ag = S1P2 (human) receptor agonism. O95136. S1P2-expressing cell line, agonist reporter read-out. activation, % at 4.5 µM. hit rate 0.46% among 97,000. AID 729; in the data active = activation above about 16%;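 note: 0% = vehicle low control and 100% = maximal reference agonist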
# Target sequence (O95136 whole entry, looked up): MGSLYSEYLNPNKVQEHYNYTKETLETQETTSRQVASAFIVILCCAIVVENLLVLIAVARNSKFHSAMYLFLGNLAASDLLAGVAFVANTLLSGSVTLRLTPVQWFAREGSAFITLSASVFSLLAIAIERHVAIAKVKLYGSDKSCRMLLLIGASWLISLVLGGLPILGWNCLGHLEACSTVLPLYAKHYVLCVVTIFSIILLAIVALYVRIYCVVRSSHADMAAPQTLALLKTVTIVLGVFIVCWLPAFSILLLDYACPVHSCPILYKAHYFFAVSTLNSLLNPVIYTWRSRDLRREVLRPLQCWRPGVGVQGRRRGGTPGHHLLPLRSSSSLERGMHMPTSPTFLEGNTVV
# S1P2 blocker = S1P2 (human) receptor antagonism; cell-based S1P2 antagonist assay, inhibition at 5 uM; O95136; inhibition, % at 5 µM; hit rate 0.21% among 97,000; in the data active = inhibition above about 45%;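 note: CRE beta-lactamase reporter cells expressing human S1P2 stimulated with S1P; 0% = agonist at EC80 alone and 100% = agonist plus reference antagonist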
# PLAP act = human PLAP activation. purified PLAP enzyme, luminescent substrate read-out; active compounds read high. activation fold at 20 µM. P05187. hit rate 1.2% among 96,000; in the data active = activation fold above about 2
# Target sequence (P05187 whole entry, looked up): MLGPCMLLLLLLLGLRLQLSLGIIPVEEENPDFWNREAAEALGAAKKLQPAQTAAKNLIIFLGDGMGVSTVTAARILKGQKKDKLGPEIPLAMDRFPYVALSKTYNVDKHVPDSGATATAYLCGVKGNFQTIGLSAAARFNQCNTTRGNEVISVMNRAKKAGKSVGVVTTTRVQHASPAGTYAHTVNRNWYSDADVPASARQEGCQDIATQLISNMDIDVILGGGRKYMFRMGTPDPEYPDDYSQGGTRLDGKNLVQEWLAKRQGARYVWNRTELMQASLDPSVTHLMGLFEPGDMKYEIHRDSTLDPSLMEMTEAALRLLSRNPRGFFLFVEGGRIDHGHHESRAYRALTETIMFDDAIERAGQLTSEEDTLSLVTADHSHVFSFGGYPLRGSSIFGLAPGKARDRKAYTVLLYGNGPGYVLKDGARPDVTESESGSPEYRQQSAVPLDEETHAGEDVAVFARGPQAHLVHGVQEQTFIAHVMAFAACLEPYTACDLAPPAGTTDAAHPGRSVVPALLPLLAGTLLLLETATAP
# MT1-MMP txn act = activates MT1-MMP transcription; HT1080 MT1-MMP promoter luciferase reporter, luminescence, overnight; active compounds read high; activation factor at 10 µM; hit rate 0.16% among 86,000;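 active = activation factor of at least 2 for MT1-MMP transcription at 10 µM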
# * = called active by the depositor; i = inactive; / = no result given.
no.	smiles	Rev-RRE block	Plk1 PBD FP	FAK blocker	PLK1 kinase inh	EphB4 ephrin blk	S1P2 ag	S1P2 blocker	PLAP act	MT1-MMP txn act
1	CCOCCCNC(=O)c1c(N)n(-c2ccc(S(N)(=O)=O)cc2)c2nc3ccccc3nc12	10	-20	0	-21	5	0	0	1.3	1.1
2	COc1ccc(NC(=S)Nc2ccccn2)c(OC)c1	4	-1	7	-6	13	-3	16	1	/
3	CCOC(=O)CSc1nc2ccccc2n1CC(=O)N(C(C)C)C(C)C	0	1	-1	-1	-4	1	-15	1	1.1
4	COc1ccc(C(C(=O)NC2CCCCC2)N(C(=O)c2sc(C)nc2C)c2ccc(C(C)=O)cc2)cc1 (stereo unspecified)	1	-21	-5	-9	-2	-4	-12	1.3	/
5	Cc1ccccc1SCC(=O)NC1CCOC1=O (stereo unspecified)	-2	21	-1	-6	-4	-2	-4	0.8	1.1
6	CCOC(=O)CSc1n[nH]c(NC(=O)c2ccccc2)n1	4	-34	2	-5	0	-7	1	1	/
7	O=C(CSc1nc2c(c(C(F)(F)F)n1)CCc1ccccc1-2)NCc1ccccc1	3	-19	-5	-17	2	-2	11	/	1.3
8	CCOC(=O)c1sc2nc(N3CCOCC3)c3c(c2c1N)CCC3	6	14	2	-17	9	-1	-32	1	1
9	CC1(C)CN=C(NC2CCCCC2)S1	4	28	2	-17	-6	-2	6	0.8	1.1
10	COc1ccccc1Nc1nc(N)nc(CN2CCN(Cc3ccccc3)CC2)n1	-2	-14	-6	-10	4	-3	-14	1.5	1.1
11	O=C(CCCn1c(=S)[nH]c2ccccc2c1=O)NCc1ccco1	4	-9	-1	-10	0	0	-2	1.1	1.2
12	O=C(O)CCN=C1CCc2ccccc2N1	2	8	-2	-10	5	0	-2	0.9	1.1
13	COc1ccc(Cn2cnc3sccc3c2=O)cc1	6	-7	-9	0	1	-3	11	1	/
14	COc1ccccc1C1N(c2ccc(F)cc2)C(=O)C2CCCN21 (stereo unspecified)	10	-19	-2	-9	1	-8	-4	0.8	1
15	C=CCSc1nc2sc3c(c2c(=O)n1CC)CCc1ccccc1-3	15	-1	2	-4	-5	0	-8	1	/
16	COc1ccc(C(C)(C)C)cc1NC(=O)C1C2C=CC(C2)C1C(=O)O (stereo unspecified)	1	19	-1	-5	-3	-9	-3	1	1
17	Cc1cc(C)c2[nH]c(=O)c(CN(Cc3ccco3)C(=O)c3cccs3)cc2c1	0	10	1	-6	-2	-5	19	1	/
18	O=[N+]([O-])c1cc([N+](=O)[O-])c(N2CCCCCC2)cc1NCCO	11	23	14	-1	4	-3	12	1	/
19	CCOC(=O)COc1ccsc1C(=O)OC	4	-10	0	-10	2	-9	13	0.8	/
20	Cc1nc(SCC(=O)Nc2ccccc2)c2oc3ccccc3c2n1	3	14	-115	i	4	17*	-32	0.9	1.1
21	CC1(C)CC2(CC(c3cccs3)c3cc(Cl)c(O)cc3O2)NC(=S)N1 (stereo unspecified)	2	14	7	-8	3	-9	3	0.9	/
22	COC(=O)c1sc(NC(=O)CSc2nnnn2-c2cccc(OC)c2)nc1C	0	-6	0	-9	-5	-5	-7	/	1.4
23	O=C(CC1=NC2(CCCC2)Cc2ccccc21)N1CCOCC1	0	-16	4	-5	5	-5	4	1.2	1.1
24	C=CCN=C(NC#N)SCC(=O)NC(C)(C)C	4	1	2	-9	-1	-6	5	1	1.2
25	C=CCn1c(C)cc(C(=O)CSc2ccc(NC(C)=O)cc2)c1C	3	-18	-5	-2	-5	-7	6	1	/
26	Nn1c(SCc2cccc(C(F)(F)F)c2)nnc1-c1ccco1	3	-4	1	-6	-1	-11	2	0.9	1.3
27	CSc1ccccc1NC(=O)CN(c1ccccc1)S(=O)(=O)N(C)C	3	-12	-2	-9	-1	-4	12	1	1.2
28	Cc1ccnc(NC(=O)CCC(=O)N(CC(=O)NC2CCCCC2)c2cccc(C)c2C)c1	-1	1	0	4	2	-2	0	1.1	1.1
29	Cc1ccc(-c2cc(C(=O)OCC(=O)Nc3cc(C)on3)c3ccccc3n2)c(C)c1	12	-15	3	-6	-2	-1	-2	1.2	1.1
30	COc1ccc(N2CCN(Cc3nc4ccccc4c(=O)[nH]3)CC2)cc1	4	5	-2	-11	-2	-6	-1	1	1.1
31	O=C(CSc1ncnc2c1cnn2CCc1ccccc1)Nc1cccc(C(F)(F)F)c1	16	-3	3	-8	1	-6	-2	1	/
32	O=C(NC1CCCC1)c1cc2c(ccc3ccccc32)o1	3	-2	2	6	-1	-3	-56	0.9	1.6
33	COc1ccc(C(=O)NC(CC(C)C)C(=O)O)cc1OC (stereo unspecified)	11	-20	0	1	-6	0	15	1.6	1.2
34	COc1ccc(N2C(=O)CC(N3CCN(c4ccc(S(=O)(=O)N5CCCC5)cc4)CC3)C2=O)cc1 (stereo unspecified)	14	10	-3	5	9	-3	20	1.1	1
35	Cc1nn(CC(O)CN2c3ccccc3Sc3ccccc32)c(C)c1Br (stereo unspecified)	-2	-18	3	-8	-1	-4	-10	1.5	1.1
36	CC(O)c1ccc2c(c1)OCCOCCN(C)CCOCCO2 (stereo unspecified)	0	-6	-3	2	-3	-3	-12	1.2	1.1
37	Cc1ccnc(NS(=O)(=O)c2ccc(NC(=O)C3CCCO3)cc2)n1 (stereo unspecified)	6	-1	-2	-17	-4	-5	7	1.1	1.2
38	CCOC(=O)C1CCN(C(=O)CC(C)c2ccccc2)CC1 (stereo unspecified)	3	15	4	-5	3	-7	6	1.2	1.1
39	CCOC(=O)N1CCC(NC(=O)c2ccc(CS(=O)(=O)c3ccccc3C)o2)CC1	6	19	-4	-12	5	-2	-3	1.4	0.9
40	CCCc1cc(=O)[nH]c(SCc2ccc(C#N)cc2)n1	8	-24	0	-6	7	-6	8	1.1	1.2
41	Cc1ccc(S(=O)(=O)Cc2ccc(C(=O)N3CCc4ccccc4C3)o2)cc1	10	13	16	5	1	-5	7	1.4	/
42	Nc1ncnc2nc(Sc3ccc(Cl)cc3)[nH]c12	4	4	2	30	7	-4	12	1	1.1
43	CCN=C1SC(C(=O)Nc2cccc(OCC)c2)CC(=O)N1CC (stereo unspecified)	7	23	-2	-13	-4	-5	-11	1.1	1
44	Cc1ccccc1Cn1nnc(-c2cccc(C(=O)O)c2)n1	6	-13	-4	-9	-2	-5	21	1.1	/
45	COC(=O)c1[nH]c2ccc(Br)cc2c1NC(=O)CN1CCN(C2CCCCC2)CC1	9	-18	-5	-10	-4	-4	5	1.6	0.8
46	Cc1ccc(C(c2nnnn2CCc2ccccc2)N2CCSCC2)cc1 (stereo unspecified)	12	2	3	-5	-1	-2	13	1.2	1.2
47	CC1CN(C(=O)Cc2ccc(-c3ccccc3)cc2)CC(C)O1 (stereo unspecified)	7	4	-2	-13	-2	4	4	1.6	1.1
48	Cc1cc(C)c(OCCCCCNCCO)c(C)c1	-5	-37	-1	-6	-3	-1	-6	1	1.3
49	COC(=O)C(Cc1cnc(Cl)s1)(C(=O)OC)c1ccccc1[N+](=O)[O-]	6	-23	-1	7	12	-4	17	1.5	0.9
50	COc1ccc(C2=NO[C@@H]3C(=O)N(C4CCCCC4)C(=O)[C@H]23)cc1OC	-2	11	-2	-7	2	-3	0	1.3	1.1
51	Nn1c(SC/C=C/c2ccccc2)nnc1-c1ccco1	6	-18	-2	-6	4	-9	2	0.9	1.2
52	O=C(O)COc1ccc(Br)cc1/C=N/O	4	45*	3	-1	-10	-5	16	1.1	1.2
53	Cc1ccc(-c2nc3cccnc3o2)cc1NC(=O)COc1ccc(Cl)cc1C	11	-10	10	-35	0	1	8	1.1	1.1
54	Cc1ccc(C(=O)Nc2c(C)cc(-c3ccc(Cl)cc3)oc2=O)cc1	12	0	4	-6	3	-1	11	0.8	/
55	O=C(C(NS(=O)(=O)c1cccs1)c1ccccc1)N1CCN(c2ccccc2)CC1 (stereo unspecified)	12	20	-6	-12	0	-9	8	1.5	1.2
56	Cc1cccc(OCC(=O)Nc2ccc3c(c2)nc(CCN2CCN(C)CC2)n3C)c1	6	2	5	-20	2	-5	-1	1.6	1.1
57	Cc1ccc(N(C(=O)c2sc(C)nc2C)C(C(=O)NCc2ccco2)c2ccccc2)cc1 (stereo unspecified)	-4	12	1	-8	-9	-1	14	1.7	/
58	COCCn1nnnc1CN1CCN(c2cccc(C(F)(F)F)c2)CC1	7	-31	5	-7	5	-3	15	1.5	1
59	O=C(NCC1CCCO1)C1CC(=O)N(C2CCCCCC2)C1 (stereo unspecified)	-6	-42	-5	-11	-11	-2	-14	0.9	1
60	CCc1nnc(NC(=O)CSc2nnc(-c3ccccc3O)n2CC)s1	4	1	1	-6	1	-2	-2	1.4	1.1

# 2 entries picked at random from those above, as already listed:
no.	smiles	Rev-RRE block	Plk1 PBD FP	FAK blocker	PLK1 kinase inh	EphB4 ephrin blk	S1P2 ag	S1P2 blocker	PLAP act	MT1-MMP txn act
53	Cc1ccc(-c2nc3cccnc3o2)cc1NC(=O)COc1ccc(Cl)cc1C	11	-10	10	-35	0	1	8	1.1	1.1
54	Cc1ccc(C(=O)Nc2c(C)cc(-c3ccc(Cl)cc3)oc2=O)cc1	12	0	4	-6	3	-1	11	0.8	/

# Complete entries from above.
# `Cc1ccc(-c2nc3cccnc3o2)cc1NC(=O)COc1ccc(Cl)cc1C` as listed: Rev-RRE block: 11; Plk1 PBD FP: -10; FAK blocker: 10; PLK1 kinase inh: -35; EphB4 ephrin blk: 0; S1P2 ag: 1; S1P2 blocker: 8; PLAP act: 1.1; MT1-MMP txn act: 1.1
# `Cc1ccc(C(=O)Nc2c(C)cc(-c3ccc(Cl)cc3)oc2=O)cc1` as listed: Rev-RRE block: 12; Plk1 PBD FP: 0; FAK blocker: 4; PLK1 kinase inh: -6; EphB4 ephrin blk: 3; S1P2 ag: -1; S1P2 blocker: 11; PLAP act: 0.8; MT1-MMP txn act: /

# Further results follow.
no.	smiles	Rev-RRE block	Plk1 PBD FP	FAK blocker	PLK1 kinase inh	EphB4 ephrin blk	S1P2 ag	S1P2 blocker	PLAP act	MT1-MMP txn act
61	COc1ccc(Nc2nc3ccccc3nc2NS(=O)(=O)c2cccs2)cc1	1	16	-8	-4	1	-3	8	1	1
62	c1ccc(CN2CCOCC2)cc1	5	-5	1	-11	-1	0	6	1	1.3
63	Cc1nnc(-n2ncc(C#N)c2N)c2nn(-c3cccc(Cl)c3)c(C)c12	9	-13	0	-2	4	-4	-16	/	1
64	CC1CN=C(N(C(=O)Nc2ccccc2)c2ccc(S(=O)(=O)N3CCOCC3)cc2)S1 (stereo unspecified)	1	9	1	-1	0	-3	-17	0.9	0.9
65	CCOCCCNC(=O)c1ccccc1SCC	1	-13	-1	-12	2	-3	4	/	1.2
66	COc1cc(C(=O)Oc2ccccc2/C=N/NC(=O)c2ccc(C)cc2)cc(OC)c1OC	4	7	-1	-11	10	1	7	1	/
67	COC(CN1C(=O)C(O)=C(C(C)=O)C1c1ccccn1)OC (stereo unspecified)	2	7	-3	-4	-3	-8	16	1	1.1
68	CCSc1nnc(-c2ccc(S(=O)(=O)NCc3cccs3)cc2)o1	8	-6	-2	-5	-1	-2	-9	0.8	1.1
69	Cc1cc2ncn(/N=C/c3cc(Br)ccc3O)c2cc1C	15	16	8	0	14	-7	3	1.6	1.1
70	CC12CN(C(=O)c3ccc(Cl)cc3)C3(C#N)CC1CCC23C (stereo unspecified)	-2	6	2	-33	4	0	-30	1	/
71	CS(=O)(=O)N(CC(O)Cn1c2ccccc2c2ccccc21)c1cccc2ccccc12 (stereo unspecified)	13	8	-1	-10	-1	-5	-41	1.6	1.1
72	Cc1ccc(C)c(N2CCN(C(=O)c3cc4ccccc4oc3=O)CC2)c1	8	4	8	-10	6	-6	-8	0.9	0.9
73	CCOC(=O)NC1(C(F)(F)F)NC(=O)N(C2CCCCC2)C1=O (stereo unspecified)	6	14	-1	-30	0	-4	-9	1.2	/
74	COc1ccc(NC(=O)N(CCCN2CCOCC2)Cc2cccnc2)c(OC)c1	4	-12	2	-3	3	-4	16	/	1.1
75	N/C(=N\OC(=O)c1cccc2ccccc12)c1cccc([N+](=O)[O-])c1	-1	-9	28*	-6	2	-6	13	0.8	/
76	O=C(CN1CCC(NC(=O)Cc2ccccc2)CC1)Nc1cccc2ccccc12	5	26	-5	-4	-3	-11	-7	1.2	/
77	CC1(C)Cc2c(sc3c2C2=NCCN2C=N3)CS1	10	-6	-1	46	1	-4	-8	1.1	1.2

# Screening data as filed in PubChem.
